Assay outcomes from PubChem.
FadD28 FP inh – inhibitors of Mycobacterium tuberculosis FadD28 bisubstrate binding | FadD28 bisubstrate probe binding, fluorescence polarization | inhibition, % at 12.5 µM | 360,000 tested, 0.22% active; in the data active means inhibition above about 8.5%, passing the limit was not always enough; inconclusive means no clear call, values can overlap the other calls
MazF activator – increases E. coli MazEF RNase cleavage of RNA; 350,000 tested, 0.32% active; AID 504720; activation, % at 20 µM; FAM/BHQ RNA-DNA oligo cleavage fluorescence, 5 h; P0AE70; in the data active means activation above about 50%
Target sequence (P0AE70 whole entry, looked up): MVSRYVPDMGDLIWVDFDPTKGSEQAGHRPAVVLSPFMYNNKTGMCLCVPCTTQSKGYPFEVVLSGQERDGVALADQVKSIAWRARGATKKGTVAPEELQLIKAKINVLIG
BoNT-F LC inh – BoNT F light chain protease inhibition; Multiplex microsphere protease cleavage assay, flow cytometry; inhibition, % at 10 µM; 360,000 tested, 0.22% active; AID 588497; in the data active means inhibition above about 35%, passing the limit was not always enough; inconclusive means no clear call, values can overlap the other calls; further: plate controls were buffer without enzyme for full effect and enzyme alone for no effect
Rv3671c inh – inhibits the M. tuberculosis serine protease Rv3671c; P9WHR9; inhibition, % at 5.96 µM; 320,000 tested, 0.048% active; AID 2606; in the data active means inhibition above about 38%;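 further: extracellular domain of Rv3671c used as enzyme; 0% = enzyme with DMSO and 100% = no enzyme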
Mtb BioA inh – blocks M. tuberculosis BioA enzyme activity. purified M. tuberculosis BioA enzyme, plate reader. inhibition, % at 9.99 µM. 360,000 tested, 0.096% active. AID 602481; in the data active means inhibition above about 40%; inconclusive means no clear call, values can overlap the other calls
GDH-TPI inh – GDH-TPI coupled enzyme inhibition counter-screen; GDH-TPI coupled enzyme counterscreen, NADH absorbance; inhibition, % at 4.8 µM; 360,000 tested, 1.2% active; AID 588335; in the data active means inhibition above about 30%;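 further: 0% = DMSO wells and 100% = wells lacking the enzyme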
FBA Mtb inh – inhibitors of M. tuberculosis fructose-bisphosphate aldolase. 360,000 tested, 2.3% active. AID 588726. purified M. tuberculosis FBA, fluorescence read-out. inhibition, % at 1 µM. P9WQA3; in the data active means inhibition above about 27%;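 further: 0% = vehicle and 100% = reference inhibitor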
Target sequence (P9WQA3 whole entry, looked up): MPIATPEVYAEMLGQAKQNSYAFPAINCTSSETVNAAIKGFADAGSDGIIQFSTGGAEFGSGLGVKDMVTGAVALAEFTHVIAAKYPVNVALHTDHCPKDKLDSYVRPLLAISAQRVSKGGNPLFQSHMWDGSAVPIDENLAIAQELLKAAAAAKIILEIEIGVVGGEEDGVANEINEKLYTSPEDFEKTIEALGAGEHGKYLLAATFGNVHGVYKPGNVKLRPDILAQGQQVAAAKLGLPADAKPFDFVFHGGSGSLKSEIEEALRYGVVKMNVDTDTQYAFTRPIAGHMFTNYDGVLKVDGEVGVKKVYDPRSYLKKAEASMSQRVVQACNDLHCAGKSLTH
PrPC surface inh – cell surface PrPC inhibition, primary TR-FRET screen; P04156; TR-FRET read-out; inhibition, % at 13.8 µM; 370,000 tested, 0.43% active; AID 720596; in the data active means inhibition above about 24%; further: 0% = median of the test wells and 100% = reference compound wells
Mtb UGM inh – inhibitors of M. tuberculosis UDP-galactopyranose mutase. purified UGM, fluorescence polarization probe displacement. inhibition, % at 10 µM. 320,000 tested, 0.06% active. AID 504406; in the data active means inhibition above about 10%, passing the limit was not always enough; inconclusive means no clear call, values can overlap the other calls
Target sequence (P9WIQ1 whole entry, looked up): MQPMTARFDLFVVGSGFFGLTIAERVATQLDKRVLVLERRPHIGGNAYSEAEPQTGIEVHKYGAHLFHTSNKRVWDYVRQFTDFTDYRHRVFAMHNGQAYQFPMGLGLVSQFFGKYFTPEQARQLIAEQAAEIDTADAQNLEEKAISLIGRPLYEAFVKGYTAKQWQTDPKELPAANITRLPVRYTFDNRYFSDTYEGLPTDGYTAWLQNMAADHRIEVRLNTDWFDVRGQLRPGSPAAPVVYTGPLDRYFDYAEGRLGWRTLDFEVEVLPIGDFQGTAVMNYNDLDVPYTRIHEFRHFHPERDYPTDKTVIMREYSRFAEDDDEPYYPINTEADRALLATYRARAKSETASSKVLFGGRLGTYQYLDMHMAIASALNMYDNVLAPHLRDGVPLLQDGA
* hit, by the source's call; ? = inconclusive; . = not tested or not shown. No enrichment for hits. About 4.8% of those tested had a hit in this group.

structure,FadD28 FP inh,MazF activator,BoNT-F LC inh,Rv3671c inh,Mtb BioA inh,GDH-TPI inh,FBA Mtb inh,PrPC surface inh,Mtb UGM inh
O=C(NCCCNC(=O)c1ccccc1Cl)c1cnccn1,1.1,7,-10,4,2.3,-2,-1,-4,0.5
CN(CCOC(=O)c1ccc2c(c1)OCCO2)Cc1ccccc1,-3.4,-2,-24,-7,0.9,-5,1,-4,2.3
N#Cc1c(NC(=O)CSc2nnc(-c3ccncc3)n2CC2CCCO2)sc2c1CCCC2 (stereo not given),-3.1,12,6,4,1.3,15,-2,0,2.1
Cc1ccc([N+](=O)[O-])c(C(=O)N/N=C/c2cccnc2)c1,-2.2,-2,-6,-3,20,2,-1,-22,4.6
COc1ccccc1CNc1nc(NCCOc2ccccc2Cl)c2sccc2n1,-0.5,.,-6,.,-3.5,-3,2,6,.
Cc1cc(NC(=O)CN2CCN(c3ccccn3)CC2)ccc1Br,-0.4,-2,9,-1,3.0,13,3,-3,-2.2
Cn1c(=O)c2c(nc(CN3CCN(C(c4ccccc4)c4ccccc4)CC3)n2CCCO)n(C)c1=O,-2.0,7,1,1,.,1,-2,0,-0.3
CS(=O)(=O)N1CC2CCCN2c2cc(C(F)(F)F)ccc21 (stereo not given),0.4,1,2,-2,.,2,-2,-2,0.2
Cc1ccc(S(=O)(=O)N2[C@@H](c3ccccc3F)C(C(=O)O)=CC[C@H]2c2cccs2)cc1,-1.5,-3,0,-6,0.0,-10,-1,4,1.4
Cn1cnnc1Sc1cc(N2CCN(S(=O)(=O)c3ccc(Cl)c(Cl)c3)CC2)ccc1[N+](=O)[O-],0.8,-4,-2,-8,7.0,25,-6,-14,1.4
CCN(CC)C(=S)SSC(=S)N(CC)CC,-1.9,1,-3,5,-0.6,-2,4,2,-1.5
COC(=O)c1ccc(CN2C(=O)C(Cc3ccccc3)ON=C2c2ncccc2C)o1 (stereo not given),-3.3,.,-1,.,-1.2,-2,0,-1,.
COc1cccc(NC(=O)C2C(c3ccccc3)C2(Cl)Cl)c1 (stereo not given),-2.6,-29,-20,-3,-1.3,20,-1,5,-3.0
CC1(C)OC2CC3C4CCC5=CC(=O)CCC5(C)C4(F)C(O)CC3(C)C2(C(=O)CO)O1 (stereo not given),-2.3,-8,-1,.,.,14,4,5,.
O=C(Nc1ccc(F)cc1)c1ccccc1CC[N+](=O)[O-],-0.7,5,2,5,.,-1,0,-2,-2.0
COc1cc(Br)cc(/C=N/NC(=O)Cc2ccccc2)c1O,-1.6,2,?,3,.,-2,1,-2,1.8
COc1cc(OC)c2c(c1)OC(c1ccc(OC)c(OC)c1)C(O)C2=O (stereo not given),-1.2,14,-7,8,-1.4,15,4,-3,0.3
CCN1CC(CN(C)Cc2nc(-c3ccco3)oc2C)CC1=O (stereo not given),-3.0,3,5,4,.,-1,2,6,-0.1
CN(C)c1ccc(-c2[nH][nH]c(=O)c2NC(=O)c2ccccn2)cc1,-1.3,.,-2,.,7.5,.,-2,1,.
COc1ccccc1CN1CCNC(=O)C1CC(=O)N(C)Cc1ccon1 (stereo not given),-2.0,-5,-2,-2,.,-6,3,-2,-3.3
NC(=O)C1(N2CCCCC2)CCN(C(=O)NC2CCCCC2)CC1,0.3,2,1,-2,-1.7,0,0,0,-1.6
Clc1ccccc1CNCc1ccc2c(c1)OCO2,-0.2,3,0,.,-0.3,5,0,-2,.
O=C(NNC(=S)NC1CC2C=CC1C2)c1cccnc1 (stereo not given),0.9,4,-2,-10,14,5,0,1,0.2
CCNC(=O)CC1SC(=Nc2ccc(Cl)cc2)N(CC)C1=O (stereo not given),1.2,2,-1,2,.,7,-1,3,-1.8
O=C(OCc1nnc(-c2ccccc2)o1)c1ccc(CO)cc1,-1.9,-2,-4,-7,4.8,0,5,5,-0.1
O=C(N/N=C/c1ccccc1)c1ccco1,-3.2,5,0,2,.,-5,1,0,1.6
O=C(CSc1nc(N2CCOCC2)nc(N2CCOCC2)n1)Nc1ccc([N+](=O)[O-])cc1,-0.7,8,-4,-3,27,16,2,-10,-0.4
O=C(NC1CCCCC1)C1CC(O)CN1C(=O)OCc1ccccc1 (stereo not given),-0.6,-1,-13,-3,.,5,1,5,1.4
O=C(NCc1ccco1)C1CCCN(S(=O)(=O)c2cccc3nsnc23)C1 (stereo not given),-3.5,-4,.,5,0.4,2,-1,-34,-0.7
O=C1C2Sc3[nH]c(=O)sc3C(c3ccccc3)C2C(=O)N1c1ccccc1 (stereo not given),-1.1,-9,-3,-5,.,-6,-1,0,1.1

The list goes on:
structure,FadD28 FP inh,MazF activator,BoNT-F LC inh,Rv3671c inh,Mtb BioA inh,GDH-TPI inh,FBA Mtb inh,PrPC surface inh,Mtb UGM inh
C/C(=N\NS(=O)(=O)c1ccc(C)cc1)c1cc2ccccc2oc1=O,1.3,4,1,-8,-1.0,17,0,0,1.4
C#CCN(C(=O)c1ccc(OC2CCN(C(=O)CCOC)CC2)cc1)C1CCCCC1,-0.2,4,-25,.,1.1,-4,2,6,-1.1
Cn1c(=S)oc2ccccc21,-3.9,1,0,4,1.0,1,-1,2,2.0
O=C(CCCOc1ccccc1)NCC1CCCO1 (stereo not given),-4.3,6,5,6,-1.7,-3,0,-2,1.8
COc1ccc(NC(=O)CSc2nnc(C3CC3)n2C)cc1S(=O)(=O)N1CCCCC1,-4.2,7,1,0,-1.4,-17,-1,-3,-0.8
CC1CCN(S(=O)(=O)c2ccc(NC(=O)c3ccccc3F)cc2)CC1,-0.9,6,11,-5,16,2,0,-2,-0.2
Cn1cc(C(=O)c2ccc(Cl)cc2Cl)cc1C(=O)NN,0.0,9,-13,-27,7.4,-2,-2,10,-0.1
COc1ccc(-c2nnn(CC(=O)N3CCN(c4ccccc4OC)CC3)n2)cc1OC,1.5,14,-4,0,-1.0,5,1,-6,0.2
Cc1ccc([C@H]2C[C@H](O)[C@@H](n3cc(C4CC4)nn3)CN2C(=O)c2cccs2)cc1,2.1,-13,-7,.,.,8,4,-6,.
CC(C(=O)O)N1C(=O)/C(=C/C=C/c2ccco2)SC1=S (stereo not given),36*,5,-10,3,-1.8,6,-1,8,-0.6
O=C1C=C(c2cc(Cl)cc(Cl)c2)C[C@@H](c2ccc3c(c2)OCO3)C1,-0.9,-4,4,5,-1.3,7,1,1,-3.5
CCN(CC)S(=O)(=O)c1ccc(N/N=C/c2cc(OC)ccc2O)nc1,-0.6,2,-10,-3,.,18,-3,0,0.9
Cc1cccc(OCc2nnc(SCC(=O)NCC3CCCO3)n2C)c1 (stereo not given),.,1,0,4,0.5,-10,-5,-5,-0.1
Cc1cc(C)c(NC(=O)c2cc(=O)c3ccccc3o2)c(C)c1,-0.6,10,-7,-10,.,10,-6,-7,0.6
Brc1ccc(-c2csc(/N=C/N3CCOCC3)n2)cc1,0.9,2,2,-2,-1.3,16,3,-9,2.0
COc1ccc(OC)c(/C=N\NC(=O)c2cc3c(ccc4ccccc43)o2)c1,-1.7,-11,4,-3,-0.2,24,7,-3,-0.2
CCC(C(=O)Nc1sc(C(N)=O)c(C)c1C(=O)OC)c1ccccc1 (stereo not given),-0.1,0,0,-4,-1.6,-2,1,23,0.5
CC(Oc1ccc(F)cc1)C(=O)N(CCC1=CCCCC1)c1c(N)n(Cc2ccccc2)c(=O)[nH]c1=O (stereo not given),-0.8,-13,-14,1,.,0,-2,2,-1.8
Cc1sc2ncnc(N3CCOCC3)c2c1C,-0.2,5,-4,6,1.7,12,3,4,-3.1
Cc1nc(-n2[nH]c3c(c2=O)CCCC3)[nH]c(=O)c1Cc1ccccc1,-3.1,63*,-4,-6,-1.8,-5,8,10,-0.2
C=CCn1c(SCC(=O)Nc2nc3ccccc3s2)nnc1-c1ccccc1O,-3.3,3,-15,-4,1.5,12,0,-2,-1.8
COc1ccc(CC/C(C)=N\NC(N)=O)cc1,-0.5,1,-8,6,9.4,0,-4,6,0.7
Cc1ccc(/C=N/n2c(-c3cccs3)n[nH]c2=S)cc1,-0.2,-4,-3,-5,0.1,11,1,4,4.1
CS(=O)(=O)c1ccc(Cl)c(NC(=O)c2ccc(-n3cncn3)c([N+](=O)[O-])c2)c1,0.3,-1,-7,.,0.3,15,1,-29,.
CCCC12CN3CC(CCC)(CN(C1)C3C(O)C(O)C(O)CO)C2=O (stereo not given),-1.4,-6,-9,-1,-1.3,4,1,0,2.1
CN(C)S(=O)(=O)N1CCN(S(=O)(=O)c2ccc3ccccc3c2)CC1,-1.0,9,11,-8,-1.5,12,-2,-2,-1.8
C[C@]12CC[C@@H](O)CC1=CCC1C2CC[C@@]2(C)C1C[C@@H](F)[C@H]2O (stereo not given in full),-0.8,0,-3,.,2.3,6,0,4,.
O=C(NCc1ccc(F)cc1)C(c1ccco1)N(C(=O)c1csnn1)C1CC1 (stereo not given),0.1,10,-4,-8,0.7,0,0,7,-0.4
C=C[C@H]1[C@H](O[C@@H]2O[C@H](CO)[C@@H](O)[C@H](O)[C@H]2O)OC=C2C(=O)OCC[C@]21O,-1.9,10,-6,4,-0.6,-3,-3,1,4.1
CCOc1ccc(-n2cnc3sc4c(c3c2=O)CCCC4)cc1,-0.3,7,-9,4,-2.4,1,-2,-10,0.7
CCN(c1ccccc1)S(=O)(=O)c1cc(NC(=O)C2CC2)ccc1Cl,-2.0,-1,-7,-8,-0.7,5,-2,0,-0.6
Cc1ccc(S(=O)(=O)Oc2cccc(N3C(=O)C4CC=CCC4C3=O)c2)cc1 (stereo not given),-0.9,-1,-9,-6,-2.2,2,0,-4,0.0
C=CCN1C(=O)C2(OCCCO2)c2c(C)ccc(C)c21,0.1,-17,-16,-7,-2.4,4,-2,-1,-1.6

Complete entries from above. Values in the order: FadD28 FP inh | MazF activator | BoNT-F LC inh | Rv3671c inh | Mtb BioA inh | GDH-TPI inh | FBA Mtb inh | PrPC surface inh | Mtb UGM inh
O=C(CCCOc1ccccc1)NCC1CCCO1 (stereo not given) is listed as -4.3 | 6 | 5 | 6 | -1.7 | -3 | 0 | -2 | 1.8
CCC(C(=O)Nc1sc(C(N)=O)c(C)c1C(=O)OC)c1ccccc1 (stereo not given) is listed as -0.1 | 0 | 0 | -4 | -1.6 | -2 | 1 | 23 | 0.5
CS(=O)(=O)c1ccc(Cl)c(NC(=O)c2ccc(-n3cncn3)c([N+](=O)[O-])c2)c1 is listed as 0.3 | -1 | -7 | . | 0.3 | 15 | 1 | -29 | .
